TRPC4 act – TRPC4 (mouse) channel activation; Q9QUQ5; HEK293 TRPC4beta/mu-opioid, Fluo4 calcium fluorescence; active compounds read high; B-score at 10 µM; 0.49% of 310,000 active;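 active means B-score above 5 SD of library B-scores, and initial fluorescence ratio not above library mean plus 5 SD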;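 further: positive B-score marks a calcium rise read as TRPC4 activation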
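Test system: HEK293 cells stably co-expressing mouse TRPC4beta and mu-opioid receptor | Schedule: Fluo4 dye loading 45 min at room temperature, 110 s recording | Measured by: Kinetic Fluo4 calcium fluorescence, 5 s baseline at 1 Hz | Evaluation: B score of integrated ratio | Controls: Buffer (low) and maximal DAMGO (high)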
AI-2 QS mod – Vibrio harveyi AI-2 quorum sensing modulation; Vibrio harveyi JMH597 AI-2 luminescence/OD600 ratio, 9 h; active compounds read low; strain lacks LuxN and CqsS sensors; 0 = neutral-control median; activity change, % at 7.5 µM; 0.4% of 300,000 active; in the data active means activity change below about -75%, passing the limit was not always enough;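 further: luminescence divided by OD600 gain over 9 h not by final OD600 alone; inactives centre near 13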
MrgX1 antagonist – human MrgX1 receptor antagonism, primary screen; Q96LB2; MRGX1-HEK293 calcium flux, Fluo-4, BAM8-22 antagonism; active compounds read low; B-score at 10 µM; 1.3% of 310,000 active;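 active means calcium-response B-score plate-corrected more than 3 library SD below zero, starting fluorescence within 5 deviations, no agonist response on first addition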;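 further: peak minus trough fluorescence over baseline after final BAM8-22 challenge near maximal dose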
Target sequence (Q96LB2 whole entry, looked up): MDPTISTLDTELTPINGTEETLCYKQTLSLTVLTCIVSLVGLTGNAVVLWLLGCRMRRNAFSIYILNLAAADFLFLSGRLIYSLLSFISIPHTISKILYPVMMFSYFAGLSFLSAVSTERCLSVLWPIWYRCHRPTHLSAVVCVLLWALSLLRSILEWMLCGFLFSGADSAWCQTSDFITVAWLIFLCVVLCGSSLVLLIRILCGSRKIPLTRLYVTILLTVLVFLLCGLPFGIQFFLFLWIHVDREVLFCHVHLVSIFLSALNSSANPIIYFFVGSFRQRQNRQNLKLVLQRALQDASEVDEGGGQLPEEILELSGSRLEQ
PolyA inh – inhibitors of polyadenylation in S. cerevisiae. S. cerevisiae SKY197-pL101 polyadenylation reporter, beta-gal luminescence; efflux-impaired pdr1/pdr3 knockout yeast; score 100 = 6 SD above DMSO. calls only at 12 µM. 0.02% of 300,000 active;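 active means lowest replicate activity score at least 50, where 100 means six control SD above control mean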;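 further: yeast exposed to compound for 9 h at 30 °C; higher score means more reporter readthrough which indicates perturbed polyadenylation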
HIF activator – HIF pathway transcriptional activation. 0.32% of 300,000 active. activation, % at 7.5 µM (by protocol). U2OS HRE-luciferase reporter, luminescence; normalized: DMSO 0%, desferrioxamine 100%;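 active means mean activation of at least 10% of the iron chelator positive control signal, with at least half of replicates also reaching 10%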
TRPC6 inh – inhibitors of mouse TRPC6 channel; 1.1% of 310,000 active; B-score at 10 µM; HEK293-TRPC6, membrane potential dye, ACh-evoked depolarization; active compounds read low; AID 2553; Q61143;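 active means B-score under library mean minus 3 SD, initial fluorescence not abnormally high, positive integrated signal ratio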;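 further: B-score derived from integrated fluorescence ratio over the kinetic read; more negative B-score means stronger inhibition of depolarization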
MrgX1 agonist – activates human MrgX1 receptor signaling; Q96LB2; B-score at 10 µM; 0.44% of 310,000 active; MrgX1-HEK293 cells, Fluo-4 calcium fluorescence, agonist mode; active compounds read high;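 active means calcium response B-score plate-corrected fluorescence ratio at least 3 library SD, with starting fluorescence B-score inside 5 SD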
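Assay system: MrgX1-expressing HEK293 cells / Amount: fifteen thousand cells per well / Doses: test compound in the initial addition of three / Timing: cells plated overnight, dye loaded 0.5 h 37 °C, 0.5 h room temperature / Technique: kinetic calcium dye fluorescence, Fluo-4 NW / Control set: positive and negative controls per plate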
MrgX1 allo act – allosterically activates human MrgX1 receptor signaling; Q96LB2; MrgX1-HEK293, Fluo-4 calcium flux, FDSS; active compounds read high; B-score at 10 µM; 0.63% of 310,000 active; AID 588675;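 active means plate-corrected calcium response at least 3 library SD above typical, normal starting fluorescence, not activating the receptor alone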;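 further: compound read alongside a low EC10 to EC30 dose of BAM8-22 agonist; peak minus trough fluorescence over baseline measured at the second addition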
TRPC4 potent – allosterically enhances the mouse TRPC4 cation channel. Q9QUQ5. HEK293 TRPC4beta/mu-opioid, DAMGO EC20, Fluo-4 Ca2+ flux; active compounds read high. B-score at 10 µM. 0.42% of 310,000 active. AID 2227;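 active means B-score of calcium response area above 5 SD of library B-scores, with initial fluorescence ratio within 5 SD of library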;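 further: B-score of integrated fluorescence ratio over time as area under calcium response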
TRPC4 inh – TRPC4 (mouse) channel inhibition | HEK293 TRPC4beta/mu-opioid, DAMGO-evoked Fluo4 calcium flux; active compounds read low | B-score at 10 µM | 0.39% of 300,000 active | AID 2247;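 active means B-score over 3 SD under the library average, no early fluorescence shift, positive overall ratio signal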
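Material: HEK293 cells with stable TRPC4beta plus mu-opioid receptor expression; probe or stimulus: DAMGO in two steps, submaximal then maximal; technique: Fluo4 calcium fluorescence by kinetic imaging, 5 s 1 Hz baseline; measure: integrated fluorescence ratio relative to baseline, converted to per-well B score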
TRPC6 act – activators of mouse TRPC6 channel; AID 2550; 0.13% of 310,000 active; Q61143; B-score at 10 µM; HEK293-TRPC6 membrane potential dye fluorescence; active compounds read high;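 active means B-score of the integrated fluorescence ratio above library mean plus 3 SD, and starting fluorescence ratio within library mean plus 5 SD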;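 further: higher score means more depolarization so channel activation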
* hit, by the source's call; i = inactive; x = no result given. Not all compounds are listed; rates above refer to the full screens.

The first 4 entries as a preview:
SMILES | TRPC4 act | AI-2 QS mod | MrgX1 antagonist | PolyA inh | HIF activator | TRPC6 inh | MrgX1 agonist | MrgX1 allo act | TRPC4 potent | TRPC4 inh | TRPC6 act
Cc1cc(C)cc(N(C(=O)Cn2nnc3ccccc32)C(C(=O)NCc2ccco2)c2ccncc2)c1 (stereo unspecified) | i | 4 | i | i | 0.3 | i | i | i | i | i | i
O=C(Nc1ccccc1N1CCCCC1)c1ccc(F)c(S(=O)(=O)N2CCOCC2)c1 | i | 29 | i | i | 0.5 | i | i | i | i | i | i
Cc1ccc(S(=O)(=O)Nc2ccc(S(=O)(=O)Nc3nccs3)cc2)c([N+](=O)[O-])c1 | i | 28 | i | i | -0.3 | i | i | i | i | i | i
Oc1ccc(-c2nc3ncccn3c2Nc2ccc3c(c2)OCO3)cc1 | i | 21 | i | i | -0.1 | i | i | i | i | i | i

All compounds of this part, from the first entry:
SMILES | TRPC4 act | AI-2 QS mod | MrgX1 antagonist | PolyA inh | HIF activator | TRPC6 inh | MrgX1 agonist | MrgX1 allo act | TRPC4 potent | TRPC4 inh | TRPC6 act
Cc1cc(C)cc(N(C(=O)Cn2nnc3ccccc32)C(C(=O)NCc2ccco2)c2ccncc2)c1 (stereo unspecified) | i | 4 | i | i | 0.3 | i | i | i | i | i | i
O=C(Nc1ccccc1N1CCCCC1)c1ccc(F)c(S(=O)(=O)N2CCOCC2)c1 | i | 29 | i | i | 0.5 | i | i | i | i | i | i
Cc1ccc(S(=O)(=O)Nc2ccc(S(=O)(=O)Nc3nccs3)cc2)c([N+](=O)[O-])c1 | i | 28 | i | i | -0.3 | i | i | i | i | i | i
Oc1ccc(-c2nc3ncccn3c2Nc2ccc3c(c2)OCO3)cc1 | i | 21 | i | i | -0.1 | i | i | i | i | i | i
CCCCCN1C(=O)/C(=C/c2c(N3CCc4ccccc4C3)nc3ccccn3c2=O)SC1=S | i | 23 | -8.7* | i | 1.7 | i | i | i | i | i | i
Cc1[nH]n(-c2ccccc2)c(=O)c1N=Nc1cccc([N+](=O)[O-])c1 | i | x | i | i | 0.8 | i | i | i | i | i | i
COc1ccc2[nH]cc(CCNC(=O)c3ccc4ccccc4n3)c2c1 | i | -55 | i | i | 0.3 | i | i | i | i | i | i
CCOC(=O)C1=C(COC(=O)COc2ccc(Br)cc2)NC(=O)NC1C (stereo unspecified) | i | 36 | i | i | -31 | i | i | i | i | i | i
O=C(Nc1ccccc1C(=O)O)c1ccccc1 | i | 27 | i | i | 0.2 | i | i | i | i | i | i
CCN(CC(=O)NCc1ccc(F)cc1)C(=O)/C=C/c1cc(OC)ccc1OC | i | 13 | x | i | 0.0 | i | x | x | i | i | i
CCN1CCN(C(=O)Cn2ncc3c([nH]c4ccc(C)cc43)c2=O)CC1 | i | -2 | i | i | 0.0 | i | i | i | i | i | i
CCC(c1nnc(SCC(=O)Nc2ccc(S(N)(=O)=O)cc2)n1Cc1ccccc1)N(C)C (stereo unspecified) | i | 6 | i | i | -0.3 | i | i | i | i | i | i
O=C(CCCl)Nc1nnc(SCC(=O)NC2CCCC2)s1 | i | 6 | i | i | -0.2 | i | i | i | i | i | i
COc1ccc(N2CCN(C3CCCN(Cc4ccc(F)cc4Cl)C3)CC2)cc1 (stereo unspecified) | i | 7 | i | i | 0.2 | i | i | i | i | i | i
COCCn1c(SCC(=O)NC2CCCC2)nc2c(c1=O)SCC2 | i | 16 | i | i | 0.2 | i | i | i | i | i | i
CCOc1cccc(C2/C(=C(\O)c3ccc4c(c3)OCCO4)C(=O)C(=O)N2Cc2ccncc2)c1 (stereo unspecified) | i | 10 | i | i | -0.7 | i | i | i | i | i | i
C=C(C)Cc1c(C)c(C#N)c2[nH]c3ccccc3n2c1=O | i | 20 | i | i | -7.9 | i | i | i | i | i | i
COC(=O)c1cc(C)sc1NC(=O)CN1CCN(C(=O)c2ccco2)CC1 | i | 41 | i | i | -0.1 | i | i | i | i | i | i
COc1ccc(/C=C2\SC(=O)N(CCNC(=O)CN3C(=O)NC4(CCCC4)C3=O)C2=O)cc1 | i | 18 | i | x | 0.6 | i | i | i | i | i | i
O=C(Nc1ccc(S(=O)(=O)Nc2ncccn2)cc1)c1cccc(S(=O)(=O)N2CCCC2)c1 | i | 9 | i | i | -0.3 | i | i | i | i | i | i
COc1ccc(NC(=O)C(c2cc3c(cc2[N+](=O)[O-])OCO3)N(C)C)cc1 (stereo unspecified) | i | 16 | i | i | 1.3 | i | i | i | i | i | i
CC(=O)N(NC(=O)c1ccc(C)cc1)C1CC(=O)N(c2ccccc2Cl)C1=O (stereo unspecified) | i | 3 | i | i | -0.1 | i | i | i | i | i | i
CCOc1ccc(OCC)c(NC(=O)C2CCN(S(=O)(=O)c3cnc[nH]3)CC2)c1 | i | x | i | i | -0.4 | i | i | i | i | i | i
Cc1onc(-c2ccccc2)c1C(=O)NCc1ccc2c(c1)OCO2 | i | 18 | i | i | 0.2 | i | i | i | i | i | i
CCc1nnc(NC(=O)CCC(=O)NC2CCCCCC2)s1 | i | 1 | i | i | 0.0 | i | i | i | i | i | i
CN(c1ccccc1)S(=O)(=O)c1cccc(C(=O)OCC(=O)NCc2ccco2)c1 | i | 18 | i | i | 0.4 | i | i | i | i | i | i
CCSc1nnc(NC(=O)c2cccnc2)s1 | i | 81 | i | i | 0.9 | i | i | i | i | i | i
CCOC(=O)C1=C(COC(=O)COc2ccccc2C#N)NC(=O)NC1C (stereo unspecified) | i | -9 | i | i | -0.1 | i | i | i | i | i | i
CCc1ccc2c(c1)c(N=NC1=NC(=O)CS1)c(O)n2C | i | 17 | i | i | 0.0 | i | i | i | i | i | i
CCOC(=O)N1CCN(C(=O)COC(=O)CSc2cc(C)c(Br)cc2C)CC1 | i | -3 | i | i | -0.5 | i | i | i | i | i | i
COc1cc(C(=O)NC(=S)Nc2ccccc2N2CCCC2)cc(OC)c1OC | i | 49 | i | i | x | i | i | i | i | i | i
O=C(NCc1ccccc1)c1ccc(Cl)nc1 | i | -10 | i | i | -0.3 | i | i | i | i | i | i
CCOC(=O)C(NCc1ccccc1OC)(NC(=O)CC)C(F)(F)F (stereo unspecified) | i | -1 | i | i | -0.1 | i | i | i | i | i | i
c1ccc(SCc2nc3ccccc3s2)nc1 | i | 15 | i | i | -1.6 | i | i | i | i | i | i
COc1ccc(/C=C2\N=C(C)N(c3ccc4ccccc4c3)C2=O)cc1OC | i | 26 | i | i | 0.1 | i | i | i | i | i | i
CC(C)c1ccc(NC(=O)N2CCC(c3nc4ccccc4o3)CC2)cc1 | i | 2 | i | i | 0.1 | i | i | i | i | i | i
Cc1ccc(C)c(Cn2nnc3c(=O)[nH]c(C4CCCN(S(=O)(=O)Cc5ccccc5)C4)nc32)c1 (stereo unspecified) | i | 18 | i | i | -0.6 | i | i | i | i | i | i
Cc1csc(NC(=O)c2sccc2C)n1 | i | 11 | i | i | -0.7 | i | i | i | i | i | i
O=C(O[C@H]1[C@H](Oc2ccccc2COC(=O)C2(O)C=CCCC2=O)O[C@H](CO)[C@@H](O)[C@@H]1O)c1ccccc1 (stereo partly specified) | i | 21 | i | i | -0.4 | i | i | i | i | i | i
C=CCn1c(SCC(=O)NCC(=O)OCC)nnc1-c1cccc(OC)c1 | i | 5 | i | i | 0.1 | i | i | i | i | i | i
CN1C(=O)C(C)(C)c2cc(S(=O)(=O)N3CCCC3C(=O)NCc3ccccc3Cl)ccc21 (stereo unspecified) | i | 8 | i | i | -0.1 | i | i | i | i | i | i
O=P(Cc1cccc[n+]1[O-])(c1ccccc1)c1ccccc1 | i | 7 | i | i | 0.4 | i | i | i | i | i | i
CC1(C)CC(=O)/C(=C(\O)c2ccccc2)C(=NCCc2ccccc2)C1 | i | 10 | i | i | 0.2 | i | i | i | i | i | i
Cc1onc(-c2ccccc2)c1C(=O)NCc1ccccc1F | i | 31 | i | i | 0.0 | i | i | i | i | i | i
COc1ccc(/C=N/NC(=O)c2[nH]ncc2Br)c(OC)c1 | i | 28 | i | i | x | i | i | i | i | i | i
CCN(CC(=O)NC)S(=O)(=O)c1ccc(C)cc1 | i | 26 | i | i | -0.3 | i | i | i | i | i | i
O=C(OCc1ccc([N+](=O)[O-])cc1)C1CC(=O)N(CCc2ccccc2)C1 (stereo unspecified) | i | 18 | i | i | 0.1 | i | i | i | i | i | i
COc1ccc(OCCCC(=O)NC(C)c2ccccc2)cc1 (stereo unspecified) | i | 21 | i | i | -1.1 | i | i | i | i | i | i
N#CC1=C(N)Nc2ncnn2C1c1ccccc1 (stereo unspecified) | i | 35 | i | i | 0.0 | i | i | i | i | i | i
CCCOc1ccc([C@@H]2C3CN(C(=O)OCC)CC=C3C(C#N)=C(N)C2(C#N)C#N)cc1OC (stereo partly specified) | i | 19 | i | i | 0.0 | i | i | i | i | i | i

The results go on.
SMILES | TRPC4 act | AI-2 QS mod | MrgX1 antagonist | PolyA inh | HIF activator | TRPC6 inh | MrgX1 agonist | MrgX1 allo act | TRPC4 potent | TRPC4 inh | TRPC6 act
CC(=O)C1=C(O)C(=O)N(c2ccccn2)C1c1ccc(C)cc1 (stereo unspecified) | i | 1 | i | i | 0.4 | i | i | i | i | i | i
COc1ccccc1CCNC(=O)C1CCN(C(=O)/C=C/c2ccccc2)CC1 | i | 20 | i | i | 0.4 | i | i | i | i | i | i
COC(=O)CCCC1=CC2=C(c3ccccc3)C(=O)C(C)(OC(=O)C3CCCC3)C(=O)C2=CN1c1ccccc1 (stereo unspecified) | i | 25 | i | i | 0.0 | i | i | i | i | i | i
O=C(O)CC1C(=O)OCN1C(=O)OCc1ccccc1 (stereo unspecified) | i | 14 | i | i | -0.2 | i | i | i | i | i | i
CCn1c(CC(=O)Nc2ccc(C)cc2)nnc1SCC(=O)Nc1nc(C)cs1 | i | 13 | i | i | 0.0 | i | i | i | i | i | i
Cc1c(NC(=O)C23CC4CC(CC(C4)C2)C3)c(=O)n(-c2ccccc2)n1C | i | 22 | i | i | -0.7 | i | i | i | i | i | i
COc1cccc(CNc2nn[nH]n2)c1OC | i | 24 | i | i | 0.2 | i | i | i | i | i | i
C/C(=C\C(=O)c1ccc(C)o1)Nc1ccc2c(c1)OCO2 | i | -8 | i | i | 1.4 | i | i | i | i | i | i

Screening data deposited in PubChem BioAssay by several laboratories.
